Compound activity (PubChem)
EPAC2 agonist: agonists of human EPAC2 (RAPGEF4); EPAC2 activation, biochemical qHTS; response scale: 100% = 6.5 mM cAMP response; Q8WZA2; Potency, µM (highest dose often 154 µM), without a hit: top-dose activation, most hits filed as activators; 360,000 compounds, 0.079% hits; note: nearly all actives have a fitted effect of over 50% in size
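Fluorescence exchange assay: 100 nM EPAC2 with 250 nM RAP1B-BODIPY-GDP and 50 uM GDP; compounds tested as a concentration-titration series (qHTS). Loss of Rap1-bound BODIPY-GDP fluorescence read at 480/540 nm; data normalized to 6.5 mM cAMP.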
aSyn yeast inh: inhibitors of alpha-synuclein toxicity in yeast | Potency, µM (series often up to 46.1 µM), without a hit: top-dose growth rescue (activation), actives largely listed as activators | Yeast expressing alpha-synuclein, growth rescue, BacTiter-Glo, 24 h | 370,000 compounds, 0.14% hits | AID 652106; note: % of control where 0% means no effect; nearly all actives have a fitted effect of over 65% in size
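Galactose-induced alpha-syn yeast (OD600=0.02, raffinose-pregrown) + pinned cpd, 24 hr, 30 deg C; growth by BacTiter-Glo luminescence. Growth restoration scores as activation.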
FUS yeast rescue: FUS proteinopathy suppression in yeast | Potency, µM (top dose mostly 76.6 µM), for the others: at the top dose growth rescue (activation), actives largely listed as activators | S. cerevisiae FUS-expressing, growth rescue, OD600, 24 h | AID 1347120 | 390,000 compounds, 0.24% hits;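 note: plate controls were DMSO vehicle for no effect and reference control for full effect; nearly all actives have a fitted effect of over 55% in size; some results filed as inactive show a strong effect at the top dose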
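Compound concentration series was pinned onto galactose-induced FUS-expressing yeast seeded at OD 0.005. Plates sat 24hr at 30C; absorbance at 600 nm gave growth. DMSO served as background control.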
EPAC1 ag: EPAC1 (human) agonism | O95398 | Potency, µM (top dose mostly 154 µM), for inactives: at the highest dose activation, actives largely listed as activators | EPAC1 agonist qHTS, biochemical assay; response scale: 100% = response to 6.5 mM cAMP | 360,000 compounds, 0.073% hits; note: nearly all actives have a fitted effect of over 60% in size
Target sequence (O95398 whole entry, looked up): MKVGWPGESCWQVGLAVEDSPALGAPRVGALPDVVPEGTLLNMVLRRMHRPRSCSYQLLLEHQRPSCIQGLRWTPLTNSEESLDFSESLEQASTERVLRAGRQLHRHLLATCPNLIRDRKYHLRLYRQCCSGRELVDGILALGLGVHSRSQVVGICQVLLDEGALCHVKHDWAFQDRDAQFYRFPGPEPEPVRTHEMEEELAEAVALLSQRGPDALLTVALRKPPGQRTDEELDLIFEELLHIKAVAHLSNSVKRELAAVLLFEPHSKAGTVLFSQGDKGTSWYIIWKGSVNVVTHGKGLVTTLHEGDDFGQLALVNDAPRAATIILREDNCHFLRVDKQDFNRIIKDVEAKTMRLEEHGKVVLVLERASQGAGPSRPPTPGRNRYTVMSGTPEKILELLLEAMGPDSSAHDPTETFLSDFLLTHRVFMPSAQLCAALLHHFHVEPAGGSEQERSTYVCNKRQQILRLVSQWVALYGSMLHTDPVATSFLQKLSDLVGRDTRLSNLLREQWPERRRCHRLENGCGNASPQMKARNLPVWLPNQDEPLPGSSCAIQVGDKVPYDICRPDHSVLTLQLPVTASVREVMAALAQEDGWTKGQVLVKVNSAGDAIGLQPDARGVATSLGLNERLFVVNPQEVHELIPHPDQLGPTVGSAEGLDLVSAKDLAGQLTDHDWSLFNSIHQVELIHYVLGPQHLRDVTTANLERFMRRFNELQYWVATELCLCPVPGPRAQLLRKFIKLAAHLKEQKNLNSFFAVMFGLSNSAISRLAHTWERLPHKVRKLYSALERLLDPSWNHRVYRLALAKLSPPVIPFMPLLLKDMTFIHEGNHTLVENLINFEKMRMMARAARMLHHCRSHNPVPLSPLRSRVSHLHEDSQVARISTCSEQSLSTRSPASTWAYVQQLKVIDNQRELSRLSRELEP
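Compounds were pinned as a concentration titration into mixtures of EPAC1 (100 nM), BODIPY-GDP-loaded Rap1B (250 nM) and GDP (50 uM). After 5 min at room temperature, fluorescence was followed for 30 min; activity was scaled to 6.5 mM cAMP.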
PTHR1 ag: activates the human parathyroid hormone receptor PTHR1. Q03431. HEK293 GP2 PTHR1 cells, GloSensor cAMP luminescence, 1 h. Potency, µM (titrated, usually from 115 µM), inactives show at the highest dose activation, hits mostly activators. 410,000 compounds, 0.075% hits. AID 743266; note: nearly all actives have a fitted effect of over 55% in size; some results filed as inactive show a strong effect at the top dose; inactives centre near -15; many of its hits are not listed in these tables
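HEK-293-derived GP2 cells expressing PTHR1 and a GloSensor cAMP reporter, 3,000/well, plated overnight, given luciferin plus IBMX (each 0.5 mM as added) for 1 h at 37 °C, then compound for 1 h at 37 °C. Luminescence was read after 15 min at room temperature.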
EPAC1 antag: blocks human EPAC1 exchange factor | EPAC1 GEF assay, Rap1b-BODIPY-GDP exchange fluorescence | Potency, µM (top dose mostly 115 µM), for the others: at the highest dose activity change, negative = inhibition, most hits filed as inhibitors | 360,000 compounds, 0.14% hits | O95398;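 note: plate controls were vehicle for no effect and positive control for full effect; nearly all actives have a fitted effect of over 50% in size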
EPAC2 antag: antagonists of human EPAC2; Q8WZA2; EPAC2 GEF exchange of Rap1B-BODIPY-GDP, fluorescence; Potency, µM (titrated, usually from 114 µM), inactives show at the highest dose activity, negative = inhibition, usual class: inhibitors; 360,000 compounds, 0.18% hits; note: % is set by controls: 0 for no effect and ±100 for the full control effect; nearly all actives have a fitted effect of over 45% in size; many of its hits are not listed in these tables
TDP-43 yeast inh: TDP-43 toxicity inhibition in yeast; TDP-43 expressing yeast growth rescue, BacTiter-Glo, 24 h; Potency, µM (highest dose often 46.1 µM), for the others: at the highest dose growth rescue (activation), most hits filed as activators; 410,000 compounds, 1.8% hits; note: % of control where 0% means no effect; nearly all actives have a fitted effect of over 50% in size
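Yeast expressing TDP-43 (pregrown in raffinose, seeded at OD600=0.02 in galactose medium) exposed to compounds 24 hr at 30 deg C. Growth read by BacTiter-Glo luminescence; rescue of toxicity appears as increased signal.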
Active calls of the source: *; i = inactive; ? = inconclusive; nt = no result given; [ ] = another dose, or the depositor's remark. Calls come from the whole dose curve; as a rule, active = well fitted curve in the direction sought with a large enough effect; inconclusive = small, poorly fitted or top-dose-only effect, or another doubt; inactive = no such curve, though single readings can be large; an effect the other way counts as inactive or inconclusive. Potency is the fitted concentration of half-maximal effect.

SMILES	EPAC2 agonist	aSyn yeast inh	FUS yeast rescue	EPAC1 ag	PTHR1 ag	EPAC1 antag	EPAC2 antag	TDP-43 yeast inh
N#CCCNS(=O)(=O)c1ccc(C(=O)OCCCOC(=O)c2ccc(S(=O)(=O)NCCC#N)cc2)cc1	0%	-1%	11%	-2%	i	-3%	-8%	-5%
CC(=O)c1ccc(N2C(=O)[C@@H]3C(CCC(N)=O)NC4(C(=O)Nc5c4ccc(Cl)c5C)[C@@H]3C2=O)cc1 (some centres not stated)	-9%	0%	5%	11%	-4%	8%	2%	-1%
Cc1ccc(O)c(NC(=O)c2cccc(S(=O)(=O)N3CCCCC3)c2)c1	7%	-1%	18%	20%	-42%	?	-11%	16%
O=C(NCc1cccc(Cl)c1)C1CCN(c2nnc(N3CCCC3=O)s2)CC1	1%	0%	13%	-1%	-23%	13%	30%[activator]	-11%
CCCCC(C(=O)N/N=C/c1ccccn1)C(=O)N/N=C/c1ccccn1	7%	-5%	12%	-5%	-6%	0%	-2%	-6%
O=C(NCCCO)c1cc2c(cn1)[nH]c1ccccc12	7%	-4%	1%	2%	i	7%	-3%	0%
CCc1nc(NCC(C)C)c(C#N)c2c1COC(C)(C)C2	-15%	-10%	-4%	-11%	-7%[57.5 µM]	8%	7%	-9%
O=C(O)c1cc2cccc(S(=O)(=O)N3CCCCC3)c2cc1O	4%	-2%	3%	-4%	-14%	4%	-18%	-9%
CCN(Cc1ccccc1)Cc1nc(CCc2ccccc2)no1	6%	0%	-25%	-2%	-78%[inhibitor]	-5%	1%	1%
CSc1ccc(/C=C(\C(=O)O)c2ccc(S(=O)(=O)N3CCCCC3)s2)cc1	10%	-17%	?	-3%	-8%	-4%	2%[57.1 µM]	-20%
NS(=O)(=O)c1ccc(NS(=O)(=O)/C=C/c2ccccc2)cc1	3%	-5%	9%	-1%	-3%[57.5 µM]	-3%	5%	-20%
CC(C)n1nnnc1C1c2ccccc2C(=O)N1CCCN1CCOCC1 (configuration not stated)	-1%	-11%	-11%	-15%	i	14%	14%	18%
NS(=O)(=O)c1cccc(NC(=O)CSc2nnnn2-c2ccccc2)c1	-2%	-5%	-14%	3%	i	-4%	9%	-4%
CCN1CCN(CCCCOc2ccccc2F)CC1	7%	-2%	7%	10%	i	-2%	-3%[57.1 µM]	-1%
Cc1nc(CN2CCN(C(=O)c3ccc(C(C)(C)C)cc3)CC2)cs1	6%	-1%	-14%	-8%	-16%	4%	1%	6%
CC1(c2ccc(OC(F)F)cc2)NC(=O)N(CC(=O)Nc2ccc(N3CCCCC3)cc2)C1=O (configuration not stated)	2%	0%	42%	-4%	-8%	3%	-3%	1%
C[C@@H](NC(=O)[C@@H]1Cc2ccccc2CN1C(=O)OC(C)(C)C)C(=O)NCc1ccco1	7%	-3%	10%	5%	i	11%	1%	3%
Cc1noc(NS(=O)(=O)c2ccc(N3Cc4ccccc4C3=O)cc2)c1C	-11%	-8%	23%	-3%	11%[57.5 µM]	0%	8%	-6%
Brc1c(CSc2nnc(-c3ccco3)o2)nc2ccccn12	8%	13%	17%	-1%	-5%[57.5 µM]	2%	12%	?
CCOC(=O)c1c[nH]c(=O)c(Br)c1O	1%	1%	nt	0%	i	15%	21%	2%
Cc1noc(C)c1C(=O)N1CCC(CO)(Cc2ccccc2)CC1	1%	5%	1%	6%	i	-10%	-3%	-2%[0.397 µM]
O=C(O)C1CCN(c2ncccn2)CC1	6%	3%	-14%	-1%	-15%[57.5 µM]	?	7%	-14%
COc1cccc2sc3ccc(C#Cc4ccc(N)cc4)cc3c(=O)c12	-3%	1%	32µM*	-2%	-40%[inhibitor]	6%	4%	-2%
CN1CCN(C(=S)NC(=O)c2ccc(Cl)cc2)CC1	10%	1%	11%	8%	-4%	-1%	5%	-13%
Cc1ccc2c(=O)n3c(nc2c1)C(Cc1ccccc1)NC(=O)c1cccnc1-3 (configuration not stated)	2%	-2%	17%	-7%	-26%	-7%	3%	?

Part of the list above, as a markdown table:
| SMILES | EPAC2 agonist | aSyn yeast inh | FUS yeast rescue | EPAC1 ag | PTHR1 ag | EPAC1 antag | EPAC2 antag | TDP-43 yeast inh |
| --- | --- | --- | --- | --- | --- | --- | --- | --- |
| Brc1c(CSc2nnc(-c3ccco3)o2)nc2ccccn12 | 8% | 13% | 17% | -1% | -5%[57.5 µM] | 2% | 12% | ? |
| N#CCCNS(=O)(=O)c1ccc(C(=O)OCCCOC(=O)c2ccc(S(=O)(=O)NCCC#N)cc2)cc1 | 0% | -1% | 11% | -2% | i | -3% | -8% | -5% |
| CN1CCN(C(=S)NC(=O)c2ccc(Cl)cc2)CC1 | 10% | 1% | 11% | 8% | -4% | -1% | 5% | -13% |
| C[C@@H](NC(=O)[C@@H]1Cc2ccccc2CN1C(=O)OC(C)(C)C)C(=O)NCc1ccco1 | 7% | -3% | 10% | 5% | i | 11% | 1% | 3% |
| CCc1nc(NCC(C)C)c(C#N)c2c1COC(C)(C)C2 | -15% | -10% | -4% | -11% | -7%[57.5 µM] | 8% | 7% | -9% |

(continued)
SMILES	EPAC2 agonist	aSyn yeast inh	FUS yeast rescue	EPAC1 ag	PTHR1 ag	EPAC1 antag	EPAC2 antag	TDP-43 yeast inh
O=C(c1cc2nc(-c3ccc(Cl)cc3)cc(C(F)(F)F)n2n1)N1CCOCC1	1%	2%	-5%	-5%	-20%	0%	9%	4%
COC(=O)COc1cccc(NC(=O)c2ccccc2)c1	1%	-5%	-13%	2%	i	3%	-2%	-16%
Cc1cc(C)cc(N(CC(=O)Nc2ccccc2C(=O)N2CCOCC2)S(C)(=O)=O)c1	-1%	5%	nt	-10%	i	-8%	6%	4%
CCCOCCc1nnc(N)s1	1%	0%	-27%	6%	i	-1%	-12%	0%
Cn1c(=O)n(Cc2ccccc2)c(=O)c2c1nc(NCC1CCCO1)n2Cc1ccccc1 (configuration not stated)	-9%	7%	19%	9%	-1%[57.5 µM]	-12%	-5%	0%
O=C(NCCO)c1ccc(Oc2ccc(C(F)(F)F)cc2[N+](=O)[O-])cc1	4%	0%	0%	-8%	-11%	3%	3%	-28%
CCc1ccc(OCC(=O)NCCc2ccc3c(c2)OCCO3)cc1	8%	8%	12%	3%	-4%	-19%	-12%	32µM*
Cc1cc(C)c(C(=O)N(C)CC2CCCN(CCc3ccccc3F)C2)o1 (configuration not stated)	5%	3%	nt	9%	i	1%	10%	-9%
CC(C)Cn1nc(C(=O)NCc2ccccc2CN2CCCC2)c2ccccc2c1=O	-2%	-1%	nt	7%	0%	9%	-1%	0%
CCCCCCNC(=O)O[C@H]1Cn2c(=O)ccc(=O)n2[C@@H]2CN(S(=O)(=O)c3ccc(C)cc3)C[C@]12O	1%	1%	25%	-2%	-92%[inhibitor]	-22%	-17%	21%
O=C(COc1ccccc1[N+](=O)[O-])Nc1ccccc1N1CCCCC1	-3%	14%	nt	17%	-55%[inhibitor]	-7%	-21%	?
CCN(CC)CCN(Cc1cc2cc3c(cc2[nH]c1=O)OCCO3)C(=S)NCCCOC	3%	0%	11%	1%	i	-19%	9%	-24%
O=C(NCc1ccco1)c1nc2nc(-c3cccs3)cc(C(F)(F)F)n2n1	1%	3%	35%	6%	i	-19%	-5%	0%
Clc1cccc(Cl)c1COc1ccccc1CNn1cnnc1	1%	16%	-16%	1%	-22%	1%	-1%	3%
CC(Oc1ccccc1)C(=O)OCC(=O)NC(=O)NCc1ccco1 (configuration not stated)	-5%	7%	1%	-3%	-8%[57.5 µM]	9%	2%	3%
Cc1nc(Cl)c2oc3ccccc3c2n1	0%	0%	2%	10%	-18%[57.5 µM]	-12%	0%	?
CN1C=CC=C/C1=C1\SC(=S)N(CC(=O)O)C1=O	-1%	0%	10%	-7%	i	0%	3%	-11%[9.22 µM]
CC(=O)Nc1ccc(-n2cc(-c3ccccc3)[nH]c2=S)cc1	15%	-6%	-8%	3%	i	?	-11%	7%
CCOC(=O)Cc1csc(N/C(=N/S(=O)(=O)c2ccc(F)cc2F)c2ccccc2)n1	9%	4%	1%	10%	i	10%	-5%	-3%
CC(=O)Oc1cccc(N2C(=O)C3CC=CCC3C2=O)c1 (configuration not stated)	5%	-1%	21%	-2%	i	1%	5%	4%
Cc1ccc(C(c2sc3nc(C)nn3c2O)N2CCN(c3ccccc3)CC2)cc1 (configuration not stated)	2%	-3%	23%	11%	-4%[57.5 µM]	-1%	-3%	15%
CCOC(=O)C1=NN(C(=O)COc2ccccc2)C(O)(c2ccc(Br)cc2)C1 (configuration not stated)	10%	27%	31%	2%	-22%	-9%	-16%	0%
CCNc1nc(N)nc(Oc2ccc(OCc3ccccc3)nn2)n1	5%	-6%	5%	-7%	i	15%	16%	-17%
CCN(CC)Cc1cc(C(=O)O)c(C)o1	1%	2%	-30%	-2%	-9%	-3%	10%	-8%
O=C1CCC(c2ccccc2)N1c1ccccc1 (configuration not stated)	0%	12%	nt	-9%	i	10%	13%	-1%
Going on with the list:
SMILES	EPAC2 agonist	aSyn yeast inh	FUS yeast rescue	EPAC1 ag	PTHR1 ag	EPAC1 antag	EPAC2 antag	TDP-43 yeast inh
Cc1cc(=S)nc(-c2ccccn2)[nH]1	7%	?	-9%	5%	-8%	0%	12%	?
COc1cccc(NC(=O)C2C3CCC4C(CCC32)C4(Cl)Cl)c1 (configuration not stated)	8%	5%	nt	2%	-33%[inhibitor]	-3%	-1%	0%
Cc1nc(/C=C/c2ccccc2)[nH]c(=O)c1-c1ccccc1	3%	-7%	16%	6%	-8%	-11%	1%	-8%
COc1cccc(/C=C2\SC(=O)N(CCC(=O)N3CCC(C(=O)O)CC3)C2=O)c1	8%	4%	-6%	7%	i	-12%	4%	5%
Cn1c(=O)n(C)c2cc([N+](=O)[O-])c(N3CCN(C(=O)c4ccccc4Cl)CC3)cc21	2%	18%	8%	-6%	-12%[57.5 µM]	4%	8%	-16%
COc1ccc(-c2cc(C(=O)Nc3cc(OC)c(OC)c(OC)c3)[nH]n2)c(C)c1	9%	-4%	-12%	-17%	i	-6%	17%	3%
Nn1c(SCC(=O)Nc2ccc3c(c2)OCCO3)nnc1-c1ccccn1	0%	-1%	11%	13%	i	11%	1%	-7%
CCOc1ccccc1N(CC(=O)NCC1CCCO1)C(=O)CCC(=O)Nc1ccccn1 (configuration not stated)	10%	1%	nt	5%	i	-15%	-1%	-3%
CC[N+]1(CC(O)COC2CC(C)CC(C)(C)C2)CCOCC1 (configuration not stated)	6%	-2%	10%	9%	-15%	-8%	8%	-9%
COc1ccc(CN(C)C(=O)COC(=O)c2c(-c3ccccc3Cl)noc2C)cc1	22%	1%	?	10%	-22%	-8%	-23%	28%
CCn1ncc(Br)c1C(=O)Nc1cc(C)ccc1F	2%	-6%	-9%	-2%	i	6%	0%	?

These rows are one share of the data; the hit share may differ from the screen's.
